# High-throughput results as filed in PubChem.
# NPR2 activator: GC-B (human) receptor activation. P20594. HEK293-GC-B cells, CNP EC30, cGMP TR-FRET; 0% at EC30 CNP, 100% saturating CNP. activation, % at 10 µM. 370,000 tested, 0.11% active;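 active = activation at 10 µM reaching about 35% in either raw or pattern-adjusted values, limit read from the data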
# proKLK7 act: proKLK7 (human) activation, primary screen | P49862 | purified proKLK7, EDANS-DABCYL substrate fluorescence; 100% is mature enzyme control, 0% vehicle | activation, % at 7 µM | 370,000 tested, 0.9% active;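 active = activation above the mean of all tested compounds plus 3 SD, computed per campaign excluding outliers beyond control limits, cut at about 13% in these data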
# Target sequence (P49862 whole entry, looked up): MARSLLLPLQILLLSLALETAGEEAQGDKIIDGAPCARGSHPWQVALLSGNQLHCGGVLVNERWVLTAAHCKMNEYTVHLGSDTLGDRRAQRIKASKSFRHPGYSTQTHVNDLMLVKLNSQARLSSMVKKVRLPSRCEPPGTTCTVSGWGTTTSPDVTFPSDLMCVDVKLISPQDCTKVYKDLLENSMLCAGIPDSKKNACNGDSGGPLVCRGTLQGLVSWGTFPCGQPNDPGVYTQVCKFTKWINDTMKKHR
# DAX1 inh-1: inhibits human nuclear receptor DAX1 | P51843 | HEK293 Gal4-DAX1 luciferase reporter, luminescence | inhibition, % at 6.75 µM | 340,000 tested, 0.99% active | AID 504766;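 active = inhibition above the mean over all tested compounds plus 3 SD, cut at about 4.2% in these data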;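 note: 0% = DAX1-transfected cells with DMSO and 100% = empty-vector control cells with DMSO; inhibition shows as a rise in luminescence from relieved DAX1 repression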
# Target sequence (P51843 207-470 limits assumed): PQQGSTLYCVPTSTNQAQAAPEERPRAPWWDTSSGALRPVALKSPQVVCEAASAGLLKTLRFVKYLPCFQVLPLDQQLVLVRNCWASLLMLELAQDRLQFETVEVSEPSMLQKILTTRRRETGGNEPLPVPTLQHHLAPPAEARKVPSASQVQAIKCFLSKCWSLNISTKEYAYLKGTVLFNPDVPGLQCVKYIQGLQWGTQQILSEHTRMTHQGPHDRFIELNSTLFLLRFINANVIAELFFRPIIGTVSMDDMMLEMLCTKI
# hgDAF-12 ag: agonists of H. glycines DAF-12 nuclear receptor. HEK293 GAL4-hgDAF12 UAS-luciferase reporter, agonist luminescence; normalized to butyrate control. activation, % at 6.8 µM. 370,000 tested, 1.8% active. AID 687014;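 active = activation above a cutoff set at the mean of all screened compounds plus 3 SD, cut at about 10% in these data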;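 note: 0% = DMSO wells and 100% = sodium butyrate wells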
# GC-A act: GC-A (human) enzyme activation; P16066; HEK293 GC-A cells, cGMP TR-FRET, EC30 ANP; 0% at EC30 ANP, 100% saturating ANP; activation, % at 10 µM; 370,000 tested, 0.14% active; AID 1671463; in the data active = activation above about 40%
# hcDAF12 agonist: H. contortus DAF-12 activation, primary screen; 370,000 tested, 1.4% active; activation, % at 6.8 µM; HEK293 hcDAF-12 lit1-tk-luc reporter, luminescence; 0% DMSO, 100% Δ7-dafachronic acid;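 active = activation above the mean of all tested compounds plus 3 SD, cut at about 5.5% in these data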;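 note: 100% = response to 3 µM Δ7-dafachronic acid high control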
# GAA850 FXN act: activators of GAA850 frataxin (FXN) promoter; activation, % at 6 µM; 360,000 tested, 0.56% active; HEK293 lucGAA850 FXN promoter luciferase reporter, 24 h; percent of 10 µM SAHA response;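 active = activation above the average of all compounds screened plus 3 SD, cutoff fixed separately per campaign, cut at about 7.5% in these data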;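 note: 0% = DMSO wells and 100% = 10 µM SAHA wells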
# HGIII-sPLA2 inh: Blocks human group III sPLA2 activity. 370,000 tested, 0.56% active. QFRET BODIPY PC-A2 liposome hydrolysis, fluorescence. Q9NZ20. inhibition, % at 12.2 µM. AID 743126;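 active = inhibition above mean plus 3 SD of compounds lying within the high and low control bounds, cut at about 19% in these data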;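 note: 0% = median of test compound wells and 100% = no enzyme DMSO wells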
# Target sequence (Q9NZ20 whole entry, looked up): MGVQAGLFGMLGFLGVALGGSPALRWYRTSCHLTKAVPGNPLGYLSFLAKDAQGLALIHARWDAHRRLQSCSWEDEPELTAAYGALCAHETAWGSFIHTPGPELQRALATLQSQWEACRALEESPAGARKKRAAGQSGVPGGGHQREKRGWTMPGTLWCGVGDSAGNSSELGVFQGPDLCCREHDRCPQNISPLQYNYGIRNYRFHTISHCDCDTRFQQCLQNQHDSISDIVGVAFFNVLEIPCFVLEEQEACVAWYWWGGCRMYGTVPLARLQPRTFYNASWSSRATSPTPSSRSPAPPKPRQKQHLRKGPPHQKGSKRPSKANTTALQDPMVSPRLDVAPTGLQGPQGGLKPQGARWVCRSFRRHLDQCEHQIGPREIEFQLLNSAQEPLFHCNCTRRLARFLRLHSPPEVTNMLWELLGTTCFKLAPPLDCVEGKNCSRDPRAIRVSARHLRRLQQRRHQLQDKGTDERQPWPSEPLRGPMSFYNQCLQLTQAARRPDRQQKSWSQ
# DAX1 inh-2: inhibitors of DAX1 repression of SF-1 activated StAR promoter; HEK293T StAR-luciferase reporter, SF-1/DAX-1 repression relief; inhibition, % at 6.8 µM; 370,000 tested, 1.1% active; AID 652010;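 active = inhibition above the mean over all tested compounds plus 3 SD, cut at about 3.6% in these data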;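 note: 0% = DAX-1 cells with DMSO and 100% = cells lacking DAX-1 with DMSO; higher inhibition means more luminescence from relief of DAX-1 repression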
# ssDAF12 agonist: S. stercoralis DAF-12 activation, primary screen; activation, % at 6.8 µM; HEK293 ssDAF-12/GRIP1 lit1-tk-luc reporter, luminescence; % of 3 µM dafachronic acid response; 370,000 tested, 1% active; AID 652126;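 active = activation above the mean over all tested compounds plus 3 SD, cut at about 0.9% in these data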;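 note: 0% = DMSO-only wells and 100% = 3 µM delta7-dafachronic acid wells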
# SMARCA2 activ: activators of SMARCA2 function; MG213 cells, MMTV-luciferase reporter, dexamethasone, overnight; activation, % at 9.1 µM; 370,000 tested, 1% active; AID 652017; in the data active = activation above about 7.8%;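 note: 0% = vehicle wells and 100% = reference activator wells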
# Numbers without * were called inactive; x = no result given.
SMILES,NPR2 activator,proKLK7 act,DAX1 inh-1,hgDAF-12 ag,GC-A act,hcDAF12 agonist,GAA850 FXN act,HGIII-sPLA2 inh,DAX1 inh-2,ssDAF12 agonist,SMARCA2 activ
CC(Oc1ccccc1)C(=O)N1CCN(C(=O)C(C)Oc2ccccc2)CC1 (stereo not given),0.8,-0.6,0.1,-0.1,4.2,-0.4,1.9,-3.9,-0.5,-0.1,0.1
Cn1nc(C(F)(F)F)c(-c2cccc(C(F)(F)F)c2)c1NC(=O)c1cccnc1,-7.0,-0.1,x,1.0,1.5,0.1,-2.2,-1.1,-0.2,-1.8,-4.7
O=C(NC1CCN(Cc2ccccc2)CC1)c1ccc(S(=O)(=O)NCc2ccco2)cc1,3.6,0.3,-2.7,-7.0,2.9,-3.2,-1.0,-20.0,-3.6,-2.5,-3.1
O=C(Nc1cccc(C(=O)O)c1)/C(=C\c1ccc2c(c1)OCO2)NC(=O)c1ccccc1Cl,1.2,-0.1,1.7,-2.1,0.6,0.6,-0.2,-2.9,0.9,-0.8,-1.0
COc1ccc2nc(NC(=O)Cc3ccc(OC)c(S(=O)(=O)N4CCOCC4)c3)sc2c1,-12.2,0.6,-0.7,1.6,21.2,-1.5,-1.2,-20.9,-1.7,-1.7,3.0
Clc1ccc(Oc2ccccc2)c2ncccc12,4.1,0.6,-0.4,-1.7,-0.6,0.6,2.9,1.9,0.6,-1.4,-1.1
CCN(CC)c1ccc(C(=O)OCC(=O)Nc2sccc2C#N)cc1,-0.6,0.4,0.5,10.7*,3.4,5.3,5.9,-14.4,1.9,-0.1,5.9
CC(C)Cc1cc(C(=O)N(C)C2CCCN(Cc3ccccc3F)C2)n(C)n1 (stereo not given),-4.0,0.9,-0.5,-2.1,-4.5,-1.4,-1.2,1.8,-1.8,-1.1,-2.9
CC(=O)c1cccc(S(=O)(=O)NCCC(=O)Nc2ccc(S(N)(=O)=O)cc2)c1,2.9,-0.6,0.9,0.7,5.3,-1.1,0.6,1.3,-0.3,-0.9,-0.1
CCOC(=O)N1CCN(CC(O)COc2c(OC)cccc2OC)CC1 (stereo not given),-1.8,-0.2,-0.2,0.3,0.6,-1.7,-1.5,-2.3,-0.2,-0.9,0.3
COc1ccc(C)cc1S(=O)(=O)NC1CCCCC1C (stereo not given),-1.6,-0.1,-1.0,-0.8,-2.7,-2.1,-0.9,1.8,0.6,-1.6,-0.8
O=C(COC(=O)c1cc(Cl)ccc1O)Nc1ccc2c(c1)OCCO2,-1.3,18.9*,1.1,0.9,-1.0,1.1,1.9,9.2,-1.1,-0.8,-0.8
Cc1ccc(NC(=O)COC(=O)C2(C)CC2(Cl)Cl)cc1S(=O)(=O)N1CCOCC1 (stereo not given),1.4,0.2,-1.6,0.2,2.5,-1.6,-1.2,-7.3,0.1,-1.2,-1.5
CC(=O)Nc1cnc(-c2ccc(O)cc2C)cn1,-0.2,0.7,x,0.7,0.7,1.6,0.4,-3.1,0.5,-0.8,5.6
Cc1cccc(CNC(=O)CC2C(=O)NCCN2C2CCCC2)c1 (stereo not given),3.7,0.1,0.2,-1.6,2.1,0.5,0.2,7.0,1.0,-1.1,0.3
CCC(C)C(NC(N)=O)C(=O)Nc1ccc(S(=O)(=O)Nc2ccc(OC)cc2)cc1 (stereo not given),2.5,0.3,-0.4,-1.9,-1.7,0.2,0.7,-20.6,0.5,-0.7,-6.0
CCCC(C)NS(=O)(=O)c1ccc(OC)c(C)c1 (stereo not given),-4.1,-1.1,1.5,0.7,-7.1,-1.9,0.8,-3.5,-0.5,-0.8,-1.8
O=C(O)/C=C/c1cnc2ccccc2n1,1.2,-0.3,-0.2,1.6,3.9,2.3,1.9,0.7,-0.5,-0.7,-1.3
Nc1sccc1C(=O)N1CCN(c2ccccc2)CC1,-3.6,-0.2,x,-2.4,2.5,1.7,x,-2.5,-0.8,-1.5,-3.6
O=C(NCC(=O)N(c1ccc(F)cc1)C(C(=O)NC1CCCC1)c1ccncc1)c1ccco1 (stereo not given),-3.4,-0.4,-0.2,-1.2,0.0,0.9,-0.6,0.1,-0.4,-0.7,-1.2
c1ccc(Cn2ccnc2C2OCCO2)cc1,8.3,0.1,-0.2,-1.5,-1.5,0.4,-0.5,4.3,-0.1,-1.6,5.5
COc1ccc(NC(=O)CSc2nnc(C)n2N)cc1S(=O)(=O)N1CCCCC1,-0.4,0.1,0.5,2.9,0.1,-0.7,1.0,4.9,0.4,-0.4,-0.4
CC(C)n1cc(CN2CCN(CCc3ccccc3)C(CCO)C2)cn1 (stereo not given),-0.1,-0.3,-1.5,-3.5,-1.9,0.2,-1.3,0.5,-0.4,-1.0,1.1
CNc1nc(Nc2ccc(C)cc2C)c2sccc2n1,-0.1,-0.2,x,-7.1,1.9,-3.4,2.0,-3.2,-4.7,-1.9,-6.2
COc1ccc(NC(=O)C2Cc3ccccc3O/C2=N\O)cc1 (stereo not given),2.3,0.7,2.2,6.6,4.5,0.3,4.3,5.7,1.0,-0.2,4.9
# Going on with the list:
SMILES,NPR2 activator,proKLK7 act,DAX1 inh-1,hgDAF-12 ag,GC-A act,hcDAF12 agonist,GAA850 FXN act,HGIII-sPLA2 inh,DAX1 inh-2,ssDAF12 agonist,SMARCA2 activ
CCOc1ccc(S(=O)(=O)Nc2ccc(C(=O)NCC(C)(C)N3CCOCC3)cc2)cc1,3.3,0.6,1.1,-0.3,0.9,-2.4,-0.6,-6.1,1.8,-0.8,-0.3
Cc1cc2c(cc1C)NC(CC(=O)NCc1ccccc1)C(=O)N2 (stereo not given),5.3,-0.5,0.5,5.9,1.4,0.2,0.3,-12.6,0.8,0.1,2.2
COc1ccc(N2CCN(CNC(=O)c3ccccc3)CC2)cc1,2.2,0.1,2.6,-1.0,-4.7,-1.0,-0.2,-0.4,-0.1,-1.7,0.8
Cn1c(=NC(=O)CS(=O)(=O)c2ccccc2)sc2cc(F)ccc21,-0.8,-0.1,-0.1,6.0,-0.1,-0.2,7.4,4.2,0.9,0.2,3.2
CCCCc1ccc(NC(=O)CSc2nc(=O)n(CCN3CCOCC3)c3c2CCC3)cc1,-1.9,0.0,1.1,0.8,2.6,0.5,0.8,4.3,-1.1,-1.3,-0.9
Cc1ccc(C2=[N+]([O-])C(C)(C)N(O)C2(C)C)cc1,-2.9,0.0,2.6,-1.0,2.1,-0.5,2.1,7.8,0.0,-1.8,-4.0
O=C(N/N=C\c1c(O)ccc2ccccc12)c1ccc(Cn2cccn2)o1,-2.8,-6.0,0.6,-13.2,1.8,-5.3,-5.0,1.2,-4.0,-2.2,-0.9
CC1=Nc2ccc(C)cc2/C1=C/c1c(N)n2nc(CC(=O)N3CCOCC3)sc2nc1=O,5.0,0.0,0.3,0.5,8.2,-1.5,2.3,-24.2,0.5,-0.9,0.4
Cc1ccc(NS(=O)(=O)c2ccc3c(c2)oc(=O)n3C)cc1,1.7,0.7,-0.5,-2.5,5.2,-2.8,1.8,-4.5,-0.6,-1.6,0.2
CCC(C)(C)NC(=O)C(OC(=O)c1ccco1)c1ccccc1OC (stereo not given),-3.0,-0.8,-0.5,-1.1,-8.2,-1.0,1.3,-0.3,0.3,-1.3,-0.5
CCOC(=O)c1ccc(N2C(=O)CC(N3CCN(C(=O)c4ccccc4)CC3)C2=O)cc1 (stereo not given),7.2,-0.2,0.6,-1.0,-5.4,-0.5,1.3,-3.4,-0.1,-1.1,0.5
Cc1ccc(NC(=O)CCN2C(=O)CSC2=O)cc1,0.9,0.3,-0.8,-0.1,-9.1,-0.2,0.3,-4.0,0.2,-0.9,3.1
CC(C)(C)NC(=O)C1C(c2ccc(C(F)(F)F)cc2)=Nc2ccccc2N1C(=O)c1cccc(C(F)(F)F)c1 (stereo not given),0.5,-6.7,x,-1.5,6.5,0.8,x,7.3,1.0,0.0,-1.3
O=C(O)COc1cccc(NC(=O)c2ccccc2)c1,0.3,-0.5,0.2,-0.5,1.8,-1.0,-0.2,5.2,0.3,-1.9,-1.1
C[C@@H]1COc2cccc(N3CCC[C@@H]3CO)c2S(=O)(=O)N1,7.2,0.1,x,1.7,1.1,-0.2,x,2.1,1.2,-1.5,-1.4
COc1ccc(CCNC2=CC(=O)N(c3ccc(F)cc3)C2=O)cc1,0.6,5.6,-0.5,2.6,0.0,-0.2,0.1,-15.3,0.8,-1.4,0.5
Cc1ccccc1OCCn1cc(C(=O)O)c2ccccc21,-5.0,0.2,-0.7,-2.2,3.7,-0.6,3.4,-15.5,0.3,-0.8,-3.6
O=C(O)c1cccc(S(=O)(=O)Nc2ccc(O)c(Sc3nc4ccccc4s3)c2)c1,3.2,0.4,2.4,-2.2,-1.4,3.6,2.0,-13.7,-0.2,0.1,-1.4
COc1ccc(OC)c(CC(NC(C)=O)C(=O)NC2CCN(c3nnnn3-c3ccccc3)CC2)c1 (stereo not given),-4.4,0.0,x,0.5,4.5,-0.3,x,1.4,1.3,-1.1,-3.9
O=C(c1[nH]c(C(F)(F)F)nc1-c1ccccc1)N1CCN(CCN2CCOCC2)CC1,6.5,0.3,x,-1.6,2.2,-1.3,x,9.4,0.1,-1.3,-3.8
C=CCn1c(CSCc2ccc(Cl)cc2Cl)nnc1SCC(=O)Nc1ccc(C(=O)O)cc1,2.6,0.6,2.2,-3.0,4.7,-1.4,2.1,-24.0,0.6,-0.8,1.5
O=C(NCCCN1CCCC1=O)C(=O)NCC1OCCN1S(=O)(=O)c1ccc(Cl)cc1 (stereo not given),-2.2,-0.2,-0.3,0.5,2.1,2.5,-0.2,-1.0,1.0,-0.8,-2.0
O=C(CNC(=O)Cn1cnc2sc3c(c2c1=O)CCCC3)NCc1ccccn1,-3.7,-0.1,0.1,-1.0,1.1,-0.4,0.7,1.5,0.3,-1.4,2.1
O=C(Nn1cnnc1)c1csc2ccccc12,2.2,-0.2,1.9,0.2,-5.0,0.7,2.1,2.1,-0.4,-1.9,4.4
Cc1ccc(CN(CC(=O)NC(C)(C)C)C(=O)CNC(=O)c2cccs2)cc1,3.1,-0.1,1.0,-4.2,-2.4,-1.3,2.7,-1.2,0.4,-1.4,-2.2
CC(=O)Nc1ccc(Sc2ccccc2C(=O)N2CCCC2)cn1,4.3,-0.2,-0.3,0.5,1.7,-1.3,2.7,-3.1,0.0,-1.1,1.0
Cc1ccccc1NC(=O)Cn1c(=O)n(CC2CCCO2)c(=O)c2ccccc21 (stereo not given),5.6,0.2,-0.5,-3.1,-2.5,-1.1,-0.8,-1.2,0.3,-0.6,1.4
COc1ccc(C2=NOC(C)(c3nnc(-c4ccccc4)o3)C2)cc1 (stereo not given),3.0,-0.1,-0.5,-0.1,-3.2,-1.5,-1.5,-7.4,-0.6,-0.9,2.6

# Laid out differently: results already given
structure | NPR2 activator | proKLK7 act | DAX1 inh-1 | hgDAF-12 ag | GC-A act | hcDAF12 agonist | GAA850 FXN act | HGIII-sPLA2 inh | DAX1 inh-2 | ssDAF12 agonist | SMARCA2 activ
C[C@@H]1COc2cccc(N3CCC[C@@H]3CO)c2S(=O)(=O)N1 | 7.2 | 0.1 | x | 1.7 | 1.1 | -0.2 | x | 2.1 | 1.2 | -1.5 | -1.4
CC(C)n1cc(CN2CCN(CCc3ccccc3)C(CCO)C2)cn1 (stereo not given) | -0.1 | -0.3 | -1.5 | -3.5 | -1.9 | 0.2 | -1.3 | 0.5 | -0.4 | -1.0 | 1.1
